Screening results as filed in PubChem.
mIDH1 inhibitor: blocks human mutant IDH1 R132H enzyme; 390,000 tested, 0.093% active; Potency, µM (titrated, usually from 76.6 µM), inactives show top-dose activity change, negative = inhibition, hits mostly inhibitors; O75874; IDH1-R132H enzyme, NADPH consumption, diaphorase/resazurin fluorescence; AID 602179; also: potency is read from the fitted curve at half-maximal effect; % is scaled to controls: 0 for no effect and ±100 for the full control effect; nearly all actives have a fitted effect of over 65% in size
Target sequence (O75874 whole entry R132H, stated change not applied): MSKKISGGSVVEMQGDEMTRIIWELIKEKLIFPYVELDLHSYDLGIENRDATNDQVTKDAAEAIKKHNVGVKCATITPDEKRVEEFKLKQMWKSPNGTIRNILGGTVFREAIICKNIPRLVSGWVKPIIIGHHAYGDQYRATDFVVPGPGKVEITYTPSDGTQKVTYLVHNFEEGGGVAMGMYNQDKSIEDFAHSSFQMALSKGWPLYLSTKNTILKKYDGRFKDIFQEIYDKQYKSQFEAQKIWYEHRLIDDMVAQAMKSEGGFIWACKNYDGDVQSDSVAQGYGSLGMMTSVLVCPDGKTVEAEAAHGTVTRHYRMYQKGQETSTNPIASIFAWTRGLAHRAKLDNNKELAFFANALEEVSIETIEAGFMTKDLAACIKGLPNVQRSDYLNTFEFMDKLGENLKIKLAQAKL
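IDH1-R132H (0.5 ug/mL dispensed) in pH 7.5 Tris buffer was preincubated 30 min with compound, then given a substrate mix of 0.016 mM NADPH and 2 mM alpha-KG for 80 min at room temperature; remaining NADPH was read by diaphorase/resazurin fluorescence.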
TrxR1 substrate: rat thioredoxin reductase 1 substrate activity; O89049; purified TrxR1 substrate turnover, NADPH consumption readout; Potency, µM (highest dose often 114 µM), for the others: at the highest dose activity change, negative = substrate turnover; 390,000 tested, 0.01% active; AID 588456; also: potency is read from the fitted curve at half-maximal effect; % is scaled to controls: 0 for no effect and ±100 for the full control effect; nearly all actives have a fitted effect of over 50% in size
Target sequence (O89049 whole entry, looked up): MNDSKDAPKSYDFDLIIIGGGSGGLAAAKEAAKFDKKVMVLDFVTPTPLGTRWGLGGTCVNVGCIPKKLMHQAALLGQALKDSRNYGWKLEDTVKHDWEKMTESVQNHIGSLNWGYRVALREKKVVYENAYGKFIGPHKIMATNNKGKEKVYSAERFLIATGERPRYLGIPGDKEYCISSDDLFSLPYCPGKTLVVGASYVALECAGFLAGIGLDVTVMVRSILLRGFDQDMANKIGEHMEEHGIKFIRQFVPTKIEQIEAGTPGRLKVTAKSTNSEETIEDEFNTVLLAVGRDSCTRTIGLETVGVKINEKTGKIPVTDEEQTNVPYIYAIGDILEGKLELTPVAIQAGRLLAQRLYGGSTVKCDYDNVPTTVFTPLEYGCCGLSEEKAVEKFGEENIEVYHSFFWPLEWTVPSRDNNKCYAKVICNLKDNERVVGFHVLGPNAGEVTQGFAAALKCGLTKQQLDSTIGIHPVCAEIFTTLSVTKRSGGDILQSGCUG
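Rat TrxR1, dispensed at 90 nM, was prereduced with 400 uM NADPH (final) for 5 min at ~22 deg C, then incubated with compound 15 min before 400 uM selenite. A first-read NADPH fluorescence drop versus no-compound background flagged substrates.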
TRHR enhancer: allosterically enhances the human TRH receptor. P34981. TRHR cells, fluo-8 calcium fluorescence, EC20 TRH enhancement. enhancement, % at 2 µM. 360,000 tested, 0.66% active. AID 493056; in the data active = enhancement above about 30%; also: 0% is about no effect
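TRHR-expressing cells loaded with fluo-8 calcium dye were read kinetically (ex 480/em 530) during compound addition, then stimulated with an EC20 of TRH (10 nM final). Enhancement of the Gq-mediated intracellular calcium response was scored.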
USP1 inh: USP1/UAF1 (human) deubiquitinase inhibition; AID 743255; recombinant USP1/UAF1, Ub-Rhodamine cleavage fluorescence; Potency, µM (titrated, usually from 57.1 µM), for the others: at the highest dose activity change, negative = inhibition, most hits filed as inhibitors; 390,000 tested, 0.23% active; also: potency is read from the fitted curve at half-maximal effect; % is scaled to controls: 0 for no effect and ±100 for the full control effect; nearly all actives have a fitted effect of over 60% in size; inactives centre near -12
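In this screen, compounds sit with the deubiquitinase complex (1nM) for 15 min at room temperature before Ub-Rho is added at 150nM final. Fluorescence rise is then followed for 6 reads every 60 seconds.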
D2 antagonist: D2 dopamine receptor (human) antagonism. 340,000 tested, 2% active. HEK293 TREx D2 cells, calcium flux, dopamine EC80. AID 485344. inhibition, % at 10 µM; in the data active = inhibition above about 30%; also: 0% is about no effect
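Calcium mobilization kinetics were recorded at 1 s intervals in tetracycline-induced HEK293 T-REx D2 cells, first for 180 s after compound addition and then 180 s after EC80 dopamine.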
D2 agonist: activates the human D2 dopamine receptor | HEK293 T-REx D2 cells, calcium flux agonist mode | activation, % at 2 µM | 340,000 tested, 0.53% active;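 active = activation over 3 SD above normal in the single-dose calcium agonist read, cut at about 30% in these data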; also: 0% is about no effect
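HEK293 Trex D2 cells, tetracycline-induced, o/n 30 C 5% CO2; no-wash Ca dye, RT 30–90 min; 10-cycle baseline, 23 nl cpd added, kinetic Ca read 180 s; agonist hits = positive Ca response.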
rTrxR1 inhibitor: inhibitors of rat thioredoxin reductase 1; Potency, µM (titrated, usually from 114 µM), without a hit: top-dose activity change, negative = inhibition, hits mostly inhibitors; 390,000 tested, 1% active; O89049; recombinant rTrxR1, NADPH fluorescence consumption, selenite substrate; AID 588453; also: potency is read from the fitted curve at half-maximal effect; % is scaled to controls: 0 for no effect and ±100 for the full control effect; nearly all actives have a fitted effect of over 65% in size
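Rat TrxR1 (90 nM in the dispensed reagent) was pre-reduced with 400 uM NADPH for 5 min at room temperature, then incubated with compound for 15 min. After 400 uM selenite was added, NADPH fluorescence (Ex 340/Em 450 nm) was followed for 8 min.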
Pin1 inhibitor: inhibitors of human Pin1 | Q13526 | Pin1 FP peptide displacement, HiFluor488, 10 min | Potency, µM (titrated, usually from 115 µM), for the others: at the highest dose activity, negative = inhibition, hits mostly inhibitors | 390,000 tested, 0.009% active | AID 504891; active = well fitted inhibition curve with a large enough effect in the polarisation, with a control signal flat, not every such curve was filed as active; inconclusive = small, poorly fitted or top-dose-only effect, or effect the other way, or a change in a side signal; inactive = no such curve, though single readings can be large or run the other way; the % refers to the polarisation; also: potency is read from the fitted curve at half-maximal effect; % is scaled to controls: 0 for no effect and ±100 for the full control effect
Target sequence (Q13526 whole entry, looked up): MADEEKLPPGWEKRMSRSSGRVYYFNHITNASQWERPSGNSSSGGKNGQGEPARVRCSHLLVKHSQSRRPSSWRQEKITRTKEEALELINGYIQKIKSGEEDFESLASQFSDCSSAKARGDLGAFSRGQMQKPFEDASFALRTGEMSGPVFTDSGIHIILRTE
TRHR agonist: agonists of human TRH receptor | P34981 | TRHR cells, calcium flux fluo-8, FDSS agonist mode | activation, % at 2 µM | 360,000 tested, 0.18% active | AID 493084; in the data active = activation above about 30%; also: 0% is about no effect
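In this calcium-flux screen, cells bearing human TRHR are dye-loaded with fluo-8, baselined for 10 cycles, then exposed to library compounds; positive kinetic calcium responses during the agonist phase mark hits, with TRH as control.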
The depositor's hits bear a star; ? = inconclusive; / = no result given; & = joins results of further samples; [ ] = another dose, or the depositor's remark. Unless noted, calls follow the shape of the dose curve; as a rule, active = well fitted inhibition curve with a large enough effect; inconclusive = small, poorly fitted or top-dose-only effect; inactive = no such curve, though single readings can be large or run the other way. These rows are one share of the data; the hit share may differ from the screen's.

Field names – A = mIDH1 inhibitor; B = TrxR1 substrate; C = TRHR enhancer; D = USP1 inh; E = D2 antagonist; F = D2 agonist; G = rTrxR1 inhibitor; H = Pin1 inhibitor; I = TRHR agonist
Cn1cc(Cl)c(C(=O)Nc2nc3ccc([N+](=O)[O-])cc3s2)n1
  A: -5%	B: 10%[57.1 µM]	C: 7	D: -4%	E: -7	F: 2.2	G: 1%[57.1 µM]	H: ?	I: 0.7
CC(=O)Oc1ccc(C(=O)Cc2ccccn2)c(O)c1
  A: 12%	B: -6%	C: -5	D: ?	E: /	F: /	G: -6%[57.1 µM]	H: -5%	I: 0.3
Cc1cc(=O)oc2cc(O)c(N=Nc3ccccc3)cc12
  A: 0%	B: 9%	C: -1	D: -23%	E: 12	F: 0.0	G: 11%	H: -11%	I: 1.7
CN1C(=O)C2(SCC(=O)N2c2cccc(C(F)(F)F)c2)c2ccccc21 (stereo not given)
  A: 8%	B: 1%	C: 3	D: -32%	E: /	F: 0.0	G: 21%	H: 2%	I: -0.7
CCCC(C(=O)NC1CCCC1)N(Cc1ccc2c(c1)OCO2)C(=O)c1snc(C(N)=O)c1N (stereo not given)
  A: 6%	B: 8%	C: -1	D: ?	E: 6	F: 0.5	G: 7%	H: 4%	I: -2.0
CC1CCN(c2ccc(-c3cccc(NC(=O)c4ccco4)c3)nn2)CC1
  A: 1%	B: 0%[57.1 µM]	C: -1	D: -26%	E: -22	F: 0.1	G: -5%[57.1 µM]	H: 2%	I: -0.9
Cc1ccc(N2C(=O)[C@@H]3C(C(=O)CN4C(=O)c5ccccc5C4=O)=NN[C@@H]3C2=O)c(C)c1
  A: 0%	B: 5%[57.1 µM]	C: 0	D: 15%	E: 6	F: 0.3	G: -2%[57.1 µM]	H: 0%	I: -0.2
Cc1nn(-c2ccccc2)nc1CNS(C)(=O)=O
  A: -3%	B: 1%[57.1 µM]	C: -3	D: -9%	E: -12	F: 0.5	G: 14%	H: -2%	I: 0.0
Cc1ccccc1CS(=O)(=O)c1ccc(C(=O)N2CCC(C)CC2)cc1[N+](=O)[O-]
  A: 3%	B: 7%	C: -4	D: ?	E: -11	F: -0.2	G: 10%[57.1 µM]	H: -2%	I: 0.9
CCOC(=O)c1c(/N=C/c2cccc([N+](=O)[O-])c2O)sc(C)c1C
  A: 2%	B: -12%	C: 0	D: -8%	E: -5	F: -0.9	G: -15%	H: /	I: -0.4
Cc1cc(C)cc(NS(=O)(=O)c2cc3c(cc2C)NC(=O)CO3)c1
  A: -3%	B: -10%	C: -5	D: -22%	E: /	F: 0.3	G: 4%	H: -3%	I: 0.0
CC(C)Cn1nc(-c2ccccc2)c2ccccc2c1=O
  A: -10%	B: -3%	C: -4	D: -24%	E: 8	F: -3.0	G: 8%	H: 4%	I: -0.3
O=C(N/N=C/c1cccs1)c1ccc(NC(=O)c2ccccc2Cl)cc1
  A: -2%	B: -1%[57.1 µM]	C: 3	D: -5%	E: 22	F: 0.3	G: -6%[57.1 µM]	H: 15%	I: -0.2
S=C(Nc1ccccc1)N1CCN(c2ccc(N3CCOCC3)nn2)CC1
  A: 0%	B: 32%[activator][57.1 µM]	C: 0	D: -8%	E: 6	F: 0.7	G: 4%[57.1 µM]	H: -2%	I: -0.1
O=C1CCCN1CCCNS(=O)(=O)c1ccc(Cl)c(C(=O)N2CCOCC2)c1
  A: 8%	B: 1%	C: 16	D: -15%	E: 1	F: 1.3	G: 4%	H: 6%	I: 0.8
CCNc1nc(NC(C)C)nc(SCCOC(=O)c2ccccc2)n1
  A: 5%	B: 0%[57.1 µM]	C: 2	D: -9%	E: -3	F: -1.5	G: -4%[57.1 µM]	H: 0%	I: -0.1
CC(=O)Nc1ccc(S(=O)(=O)N2CCc3ccccc3C2CC(=O)O)cc1 (stereo not given)
  A: -5%	B: -6%	C: -1	D: -12%	E: 10	F: -2.1	G: 20%[57.1 µM]	H: 0%	I: 0.7
Cc1ccc(CC(=O)NC2CCCc3ccccc32)cc1C (stereo not given)
  A: 3%	B: 5%	C: -1	D: -15%	E: -10	F: -1.5	G: 22%	H: 2%	I: -1.7
CCc1ccccc1NC(=O)C(CC)Sc1ncnc2c1sc1ccccc12 (stereo not given)
  A: -12%	B: 0%[57.1 µM]	C: 4	D: -23%	E: /	F: 0.4	G: 14%[57.1 µM]	H: 0%	I: -0.3
COc1ccc(NC(=O)CCN2CCCCCC2)cc1
  A: 7%	B: 11%	C: -3	D: -12%	E: 11	F: 0.7	G: 14%	H: -2%	I: 1.1
COc1ccc(Br)cc1CNC(=O)c1cc2n(n1)CCCN(Cc1ccc(C)cc1)C2=O
  A: -1%	B: 6%[57.1 µM]	C: 7	D: -16%	E: /	F: 1.9	G: 11%[57.1 µM]	H: 11%	I: -0.1
CCOC(=O)Cc1cnc(NC(=O)Cn2nnc(-c3ccc(OCC)cc3)n2)s1
  A: -4%	B: 1%[57.1 µM]	C: -7	D: -12%	E: 2	F: 2.9	G: 5%[57.1 µM]	H: 6%	I: 1.3
COc1ccc([N+](=O)[O-])cc1NC(=O)c1ccc(N(Cc2ccccc2Cl)S(C)(=O)=O)cc1
  A: 0%	B: -14%	C: -4	D: -16%	E: 3	F: 1.6	G: -8%	H: -2%	I: -1.5
CN(C)c1ccc(S(=O)(=O)N(C)C)cc1[N+](=O)[O-]
  A: 2%	B: -12%	C: 2	D: -11%	E: 2	F: 0.1	G: 19%[57.1 µM]	H: -11%	I: -0.4
COc1cc(OC)cc(C(=O)NNC(=O)c2cc(=O)[nH]c3ccccc23)c1
  A: 4%	B: 11%	C: -5	D: -15%	E: -12	F: -0.4	G: 4%	H: 0%	I: 0.1
O=C(CN1CCN(c2ccccc2)CC1)N1CCc2[nH]c3ccccc3c2C1
  A: 1%	B: -5%	C: -1	D: -23%	E: 11	F: 36*	G: -20%	H: 0%	I: 0.1
CCc1ccc(C2c3[nH]c4ccccc4c3CCN2C(=O)c2cc(C)nn2C)cc1 (stereo not given)
  A: -13%	B: -4%	C: -1	D: -1%	E: 9	F: 0.3	G: 11%	H: 13%	I: 1.0
CN(C)CCCN(C(=O)CCc1ccccc1)c1nc2ccc(Br)cc2s1
  A: 6%	B: -9%	C: -2	D: -4%	E: -2	F: 1.7	G: 5%	H: 3%	I: 1.2
CCOc1ccc(S(=O)(=O)Nc2nc3ccccc3nc2-n2ccc(=NC(=O)c3cccs3)cc2)cc1
  A: 2%	B: 0%	C: 2	D: 0%	E: 7	F: 11	G: -2%	H: ?	I: 17
O=C(NCCc1ccccc1)C1CCC(CNS(=O)(=O)c2ccccc2)CC1 (stereo not given)
  A: -5%&-5%	B: -7%	C: -12&-4	D: -8%&6%	E: 19	F: 0.0&-0.2	G: -5%	H: 3%&17%	I: -0.5&0.1

Part of the list above in order of length of the SMILES, falling:
Field names – A = mIDH1 inhibitor; B = TrxR1 substrate; C = TRHR enhancer; D = USP1 inh; E = D2 antagonist; F = D2 agonist; G = rTrxR1 inhibitor; H = Pin1 inhibitor; I = TRHR agonist
COc1ccc(Br)cc1CNC(=O)c1cc2n(n1)CCCN(Cc1ccc(C)cc1)C2=O
  A: -1%	B: 6%[57.1 µM]	C: 7	D: -16%	E: /	F: 1.9	G: 11%[57.1 µM]	H: 11%	I: -0.1
CCOC(=O)c1c(/N=C/c2cccc([N+](=O)[O-])c2O)sc(C)c1C
  A: 2%	B: -12%	C: 0	D: -8%	E: -5	F: -0.9	G: -15%	H: /	I: -0.4
CC(=O)Nc1ccc(S(=O)(=O)N2CCc3ccccc3C2CC(=O)O)cc1 (stereo not given)
  A: -5%	B: -6%	C: -1	D: -12%	E: 10	F: -2.1	G: 20%[57.1 µM]	H: 0%	I: 0.7
CCNc1nc(NC(C)C)nc(SCCOC(=O)c2ccccc2)n1
  A: 5%	B: 0%[57.1 µM]	C: 2	D: -9%	E: -3	F: -1.5	G: -4%[57.1 µM]	H: 0%	I: -0.1
Cc1ccc(CC(=O)NC2CCCc3ccccc32)cc1C (stereo not given)
  A: 3%	B: 5%	C: -1	D: -15%	E: -10	F: -1.5	G: 22%	H: 2%	I: -1.7
Cc1nn(-c2ccccc2)nc1CNS(C)(=O)=O
  A: -3%	B: 1%[57.1 µM]	C: -3	D: -9%	E: -12	F: 0.5	G: 14%	H: -2%	I: 0.0
COc1ccc(NC(=O)CCN2CCCCCC2)cc1
  A: 7%	B: 11%	C: -3	D: -12%	E: 11	F: 0.7	G: 14%	H: -2%	I: 1.1

(list continues)
Field names – A = mIDH1 inhibitor; B = TrxR1 substrate; C = TRHR enhancer; D = USP1 inh; E = D2 antagonist; F = D2 agonist; G = rTrxR1 inhibitor; H = Pin1 inhibitor; I = TRHR agonist
N#Cc1cccc(N=Cc2c(O)ccc3ccccc23)c1
  A: 18%	B: -3%	C: 1	D: -17%	E: -8	F: -0.4	G: -7%	H: -3%	I: -0.2
CSc1ccc(S(=O)(=O)N2CCC(C(=O)NCC3CCCO3)CC2)cc1 (stereo not given)
  A: 4%	B: 6%[57.1 µM]	C: -1	D: -16%	E: 8	F: -0.3	G: 24%[57.1 µM]	H: 0%	I: 6.9
Cc1cn(-c2ccccc2)c(C)c1/C=N\Nc1nc(N2CCOCC2)nc(N2CCOCC2)n1
  A: -8%	B: -2%	C: 12	D: -15%	E: 6	F: -0.2	G: -13%	H: 18%	I: -0.9
CCCCNc1c(-c2cccc(Sc3ccc(OC)cc3)c2)nc2ccccn12
  A: -6%	B: 58%[activator]	C: /	D: -22%	E: /	F: /	G: 30%	H: 6%	I: /
CCc1nnc(NC(=O)CCC(=O)N2CCN(c3cc(Cl)ccc3C)CC2)s1
  A: -2%	B: -11%	C: -4	D: -19%	E: -7	F: -0.1	G: -13%	H: 0%	I: -1.1
